# PfHsp40 yeast: rescue of yeast from PfHsp40 toxicity, primary screen, S. cerevisiae, ATP luminescence. S. cerevisiae expressing PfHsp40, growth rescue. growth rescue, % at 12.5 µM. actives 0.68% (n = 340,000); in the data active means growth rescue above about 28%, passing the limit was not always enough; inconclusive means no clear call, values can overlap the other calls;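 further: yeast W303a lacking pdr1 and pdr3 grown in galactose medium; growth measured after three days at 30 °C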
# 3CLpro inhibitor: SARS-CoV 3CLpro protease inhibitors, primary screen, biochemical, quenched FRET; recombinant SARS-CoV 3CLpro, quenched FRET peptide cleavage; actives 0.14% (n = 290,000); inhibition, % at 6 µM; Replicase polyprotein 1ab (Severe acute respiratory syndrome coronavirus), P0C6X7; AID 1706, 2009; in the data active means inhibition above about 12%
# BH1578 lux ind: inducers of Vibrio cholerae quorum light production without autoinducers, primary screen, BH1578 luxS cqsA deficient, single point; AID 588436, 2011; V. cholerae BH1578 lux reporter, luminescence, 6 h; actives 0.16% (n = 350,000); activation, % at 18.7 µM; in the data active means activation mostly above about 9.7%, no sharp cut-off; inconclusive means no clear call, values can overlap the other calls; inactive means mostly below about 3.7%; further: not every result past the cut was called active; inactives centre near 0; reference of the scale not given here
# DUSP3 inh: VHR1 phosphatase inhibitors, primary screen, biochemical, absorbance, uHTS. Dual specificity protein phosphatase 3 (Homo sapiens), P51452. recombinant VHR phosphatase, pNPP absorbance. inhibition, % at 13.3 µM. actives 0.52% (n = 290,000). AID 1654, 2009; in the data active means inhibition above about 50%; further: some compounds called inactive have numbers as strong as hits
# Target sequence (P51452 whole entry, looked up): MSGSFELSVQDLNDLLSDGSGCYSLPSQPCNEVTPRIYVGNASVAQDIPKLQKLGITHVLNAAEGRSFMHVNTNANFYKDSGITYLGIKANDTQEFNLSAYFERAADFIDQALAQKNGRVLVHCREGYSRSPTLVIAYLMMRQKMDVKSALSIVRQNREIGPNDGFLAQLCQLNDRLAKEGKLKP
# Anthrax LF prot: Bacillus anthracis LF protease inhibitors, primary screen, biochemical, multiplex microsphere, MLPCN library; multiplex microsphere protease cleavage assay; inhibition, % at 10 µM; actives 0.12% (n = 360,000); AID 588501, 2011; in the data active means inhibition above about 30%; inconclusive means no clear call, values can overlap the other calls; further: plate controls were buffer without enzyme for full effect and enzyme alone for no effect
# Target sequence (P15917 whole entry, looked up): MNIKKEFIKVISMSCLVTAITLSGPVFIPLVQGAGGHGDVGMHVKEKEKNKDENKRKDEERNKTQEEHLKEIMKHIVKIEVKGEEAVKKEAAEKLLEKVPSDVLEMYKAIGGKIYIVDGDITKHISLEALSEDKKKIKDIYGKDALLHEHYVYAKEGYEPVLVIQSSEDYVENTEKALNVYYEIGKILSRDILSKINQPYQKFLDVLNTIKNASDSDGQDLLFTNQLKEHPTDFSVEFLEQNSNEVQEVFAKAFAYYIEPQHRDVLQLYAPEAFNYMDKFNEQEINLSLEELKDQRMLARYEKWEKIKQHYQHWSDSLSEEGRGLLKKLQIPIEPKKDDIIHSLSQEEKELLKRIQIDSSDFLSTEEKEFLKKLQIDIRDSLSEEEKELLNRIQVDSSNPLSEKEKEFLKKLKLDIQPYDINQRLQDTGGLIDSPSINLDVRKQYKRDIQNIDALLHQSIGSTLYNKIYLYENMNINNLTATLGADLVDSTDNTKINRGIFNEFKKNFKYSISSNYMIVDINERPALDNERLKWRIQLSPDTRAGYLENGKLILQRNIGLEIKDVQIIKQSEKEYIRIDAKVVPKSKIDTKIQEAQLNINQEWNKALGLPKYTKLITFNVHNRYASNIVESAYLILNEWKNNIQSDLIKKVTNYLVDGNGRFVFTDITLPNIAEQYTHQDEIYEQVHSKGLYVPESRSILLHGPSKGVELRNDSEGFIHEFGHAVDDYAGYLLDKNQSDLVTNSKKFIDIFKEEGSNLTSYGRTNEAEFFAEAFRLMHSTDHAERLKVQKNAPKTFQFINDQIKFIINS
# PriA SSB inh: inhibitors of Klebsiella pneumoniae PriA binding to SSB C-terminal tail, primary screen, biochemical, AlphaScreen. PriA–SSB C-terminal tail interaction (Klebsiella pneumoniae). AlphaScreen SSBct-PriA binding, biotinylated peptide. inhibition, % at 33 µM. actives 0.6% (n = 430,000). AID 1272365, 2023; in the data active means inhibition mostly above about 37%, no sharp cut-off; inactive means mostly below about 20%;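 further: plate controls were negative control peptide for no effect and reference peptide for full effect; strong numbers were not always called active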
# MazEF act: activators of E. coli MazEF toxin-antitoxin RNase, primary screen, biochemical, fluorescence, uHTS; Endoribonuclease toxin MazF (Escherichia coli (strain K12)), P0AE70; FAM/BHQ RNA-DNA oligo cleavage fluorescence, 5 h; activation, % at 20 µM; actives 0.32% (n = 350,000); AID 504720, 2011; in the data active means activation above about 50%
# Rv3671c inh: Rv3671c serine protease inhibitors, primary screen, biochemical, fluorescence polarization, M. tuberculosis H37Rv; P9WHR9; inhibition, % at 5.96 µM; actives 0.048% (n = 320,000); in the data active means inhibition above about 38%;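 further: extracellular domain of Rv3671c used as enzyme; 0% = enzyme with DMSO and 100% = no enzyme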
# TcdB GH inh: TcdB glycohydrolase inhibitors, primary screen, biochemical, single point, plate reader. Toxin B (Clostridioides difficile), P18177. TcdB glycohydrolase enzymatic assay. inhibition, % at 9.99 µM. actives 0.24% (n = 350,000). AID 652162, 2013; in the data active means inhibition above about 10%
# Yp Topo-I inh: Yersinia pestis topoisomerase I inhibitors, primary screen, biochemical, cleavage product accumulation, plate reader, single point; Y. pestis Topo-I cleavage product accumulation; activity, % at 10 µM; actives 0.064% (n = 360,000); in the data active means activity above about 50%, passing the limit was not always enough; inconclusive means no clear call, values can overlap the other calls; further: inactives centre near 2
# * hit, by the source's call; i = inactive; ? = inconclusive; . = no result given; & = joins results of further samples. Not all compounds are listed, so the mix of outcomes need not match the whole.
SMILES,PfHsp40 yeast,3CLpro inhibitor,BH1578 lux ind,DUSP3 inh,Anthrax LF prot,PriA SSB inh,MazEF act,Rv3671c inh,TcdB GH inh,Yp Topo-I inh
CCC(C)OC(=O)C1=C(C)OC23OC(N)=C(C#N)C12C(=O)c1ccccc13 (stereo not drawn),0.6,-4,-0.6,18,-6,12,2,-5,.,12
CC(NS(=O)(=O)c1ccc(F)cc1)C(=O)Nc1ccc2c(c1)OCCO2 (stereo not drawn),-0.6,5,i,2,-4,-14,-3,3,-1.0,-2
CN(CC(=O)Nc1ccccc1-c1ccccc1)C1CCCCC1,0.8,-2,-0.3,9,-1,-29,0,-4,.,58*
COc1ccc(Cl)cc1NC(=O)CN(C)C(=O)CCCc1c[nH]c2ccccc12,1.3,4,3.4,0,-1,-13,1,5,1.4,6
S=C(NCCN1CCOCC1)Nc1ccc(-c2nc3ccccc3[nH]2)cc1,1.3,0,-1.9,13,-2,0,0,-15,0.0,-6
COC(=O)c1sc(NC(=O)c2c(OC)cccc2OC)c(C#N)c1C,-0.8,4,-0.4,25,-1,-6,-19,-3,3.8,-4
CCOC(=O)CC(=O)CSc1nnc2sc3ccccc3n12,-0.3,-3,i,26,-7,5,-8,3,.,-5
O=C(NCc1ccc(F)c(F)c1)c1ccc(-c2ccc(F)c(F)c2)c2ccoc12,.,.,0.6,.,4,.,.,.,-0.6,26
COc1ccc(C(CNC(=O)COc2ccccc2)N2CCCCC2)cc1 (stereo not drawn),0.1,.,i,.,-12,7,0,10,0.9,1
Cc1ccccc1-c1n[nH]c(=S)o1,-1.9,-3,-0.5,20,-3,2&-7,0,-2,.,-6
Brc1ccc(-c2ccc(/C=N/Nc3nc(N4CCOCC4)nc(N4CCOCC4)n3)o2)cc1,1.3,0,i,9,-7,.,14,7,-0.1,-12
Cc1ccc(NS(=O)(=O)c2ccc3c(c2)NC(=O)CO3)cc1Cl,-0.1,-2,-0.3,30,-2,-2,6,-14,0.3,0
O=C(CSc1nc2ccc(F)cc2c(=O)n1-c1ccccc1)Nc1ccc2c(c1)CCC2,.,.,i,.,-1,.,.,.,1.0,46
Cc1ccc(N(C)S(=O)(=O)c2cc(-c3cnc(C4CC4)o3)ccc2C)cc1,4.1,9,-5.9,9,-2,1,-1,0,1.3,4
CCOC(=O)C[C@H]1c2ccc(C(F)(F)F)cc2S(=O)(=O)N1C(C)C,-0.4,.,-0.7,.,-2,-7,0,0,0.3,3
CCOc1ccc(NS(=O)(=O)CC23CCC(CC2=O)C3(C)C)cc1 (stereo not drawn),0.3,-4,-0.4,27,-1,-2,0,0,.,-7
N#Cc1cccc(NC(=O)CCN2C(=O)C3CCCCC3C2=O)c1 (stereo not drawn),-1.0,.,i,.,-8,-1,4,4,1.1,2
CCCCn1c(N)c(N(CCOC)C(=O)c2cccc(S(=O)(=O)N3CCCCCC3)c2)c(=O)[nH]c1=O,0.0,.,3.5,.,-1,-27,-7,3,0.5,8
CCn1cc(C(=O)C(F)(F)F)c2ccccc21,-0.1,0,3.6,37,0,-5,-3,2,.,1
CC1CC2(C)C(=CC1=O)CCC1C3CCC(C)(O)C3(C)CC3OC312 (stereo not drawn),0.1,.,i,.,14,-17,2,.,-0.3,-1
COc1ccccc1-n1cnc2cc(C(=O)NCCCN3CCOCC3)ccc21,2.2,6,i,19,3,5,15,-17,.,0
CCCN1CNC(=S)N(Cc2ccccc2)C1,0.2,-2,-0.1,12,-2,-7,0,5,.,2
CC(=O)c1c(C(=O)O)[nH]c(C(=O)O)c1C,0.2,-2,0.1,24,15,-14,7,-3,0.7,9
FC(F)(F)c1cc(-c2ccco2)nc(N2CCN(c3ccccc3)CC2)n1,1.2,1,-2.0,6,-4,-12,5,3,.,3
S=C(Nc1ccc(Nc2ccccc2)cc1)NN1CCOCC1,-0.4,1,-1.2,8,.,19,-4,-11,6.3,-7

# Ordered by length of the SMILES (highest first): some entries from above
SMILES,PfHsp40 yeast,3CLpro inhibitor,BH1578 lux ind,DUSP3 inh,Anthrax LF prot,PriA SSB inh,MazEF act,Rv3671c inh,TcdB GH inh,Yp Topo-I inh
CCCCn1c(N)c(N(CCOC)C(=O)c2cccc(S(=O)(=O)N3CCCCCC3)c2)c(=O)[nH]c1=O,0.0,.,3.5,.,-1,-27,-7,3,0.5,8
CC(NS(=O)(=O)c1ccc(F)cc1)C(=O)Nc1ccc2c(c1)OCCO2 (stereo not drawn),-0.6,5,i,2,-4,-14,-3,3,-1.0,-2
CCOC(=O)CC(=O)CSc1nnc2sc3ccccc3n12,-0.3,-3,i,26,-7,5,-8,3,.,-5

# In the list so far, 6 contain fluorine.
SMILES,PfHsp40 yeast,3CLpro inhibitor,BH1578 lux ind,DUSP3 inh,Anthrax LF prot,PriA SSB inh,MazEF act,Rv3671c inh,TcdB GH inh,Yp Topo-I inh
CC(NS(=O)(=O)c1ccc(F)cc1)C(=O)Nc1ccc2c(c1)OCCO2 (stereo not drawn),-0.6,5,i,2,-4,-14,-3,3,-1.0,-2
O=C(NCc1ccc(F)c(F)c1)c1ccc(-c2ccc(F)c(F)c2)c2ccoc12,.,.,0.6,.,4,.,.,.,-0.6,26
O=C(CSc1nc2ccc(F)cc2c(=O)n1-c1ccccc1)Nc1ccc2c(c1)CCC2,.,.,i,.,-1,.,.,.,1.0,46
CCOC(=O)C[C@H]1c2ccc(C(F)(F)F)cc2S(=O)(=O)N1C(C)C,-0.4,.,-0.7,.,-2,-7,0,0,0.3,3
CCn1cc(C(=O)C(F)(F)F)c2ccccc21,-0.1,0,3.6,37,0,-5,-3,2,.,1
FC(F)(F)c1cc(-c2ccco2)nc(N2CCN(c3ccccc3)CC2)n1,1.2,1,-2.0,6,-4,-12,5,3,.,3

# An excerpt from above, limited to Rv3671c inh and 3CLpro inhibitor:
mol,Rv3671c inh,3CLpro inhibitor
CC(NS(=O)(=O)c1ccc(F)cc1)C(=O)Nc1ccc2c(c1)OCCO2 (stereo not drawn),3,5
CCCN1CNC(=S)N(Cc2ccccc2)C1,5,-2
Brc1ccc(-c2ccc(/C=N/Nc3nc(N4CCOCC4)nc(N4CCOCC4)n3)o2)cc1,7,0
COc1ccccc1-n1cnc2cc(C(=O)NCCCN3CCOCC3)ccc21,-17,6

# The listing continues.
SMILES,PfHsp40 yeast,3CLpro inhibitor,BH1578 lux ind,DUSP3 inh,Anthrax LF prot,PriA SSB inh,MazEF act,Rv3671c inh,TcdB GH inh,Yp Topo-I inh
COCCCNC(=O)CNC(=S)N(Cc1ccccc1)Cc1cccnc1,1.1,5,-0.2,20,-1,-14,7,-1,-0.8,2
CCCCSCCCNC(=O)c1cn(C)c2ccc(S(=O)(=O)N3CCCC3)cc2c1=O,1.0,3,i,12,0,-6,4,-2,1.7,10
CCC1(C)N(O)C(C)(C)C(c2ccc(OC)cc2)=[N+]1[O-] (stereo not drawn),-0.8,3,i,-2,-1,-9,12,2,.,13
O=C(Nc1ccn(CCCNCCCN2CCCC2=O)c(=O)n1)OCc1ccccc1,0.2,.,-0.7,.,0,-20,-1,.,0.3,4
Cc1ccc2c(CC(=O)O)coc2c1,?,2,i,-1,5,-6,4,-13,.,-1
CCN(CC(=O)Nc1ccccc1OC)CC(=O)Nc1ccccc1C(F)(F)F,-0.2,-3,-0.8,30,4,-3,12,-5,0.5,3
COC(=O)C1=C(C)NC(C)=C(C(=O)OC)C1C(=O)OCC(=O)NC1CCCCC1C (stereo not drawn),.,.,-0.2,.,-4,.,5,.,-0.1,14
COc1ccc(N2C(=O)C3CCCN3C2=O)cc1 (stereo not drawn),-0.3,0,i,8,2,-10,3,-7,.,-5
O=C(CCNc1cc(Cl)cc(Cl)c1)c1ccco1,1.4,-4,-0.9,7,-3,-23,-10,4,.,-4
COC(=O)[C@@H](Cc1ccccc1)NC(=O)[C@H]1CCC(=O)N1C(=O)OCc1ccccc1,-2.2,1,-0.6,8,0,-5,0,2,1.7,3
COc1ccc(-c2noc(-c3ccoc3C)n2)cc1,-0.1,2,i,-10,2,-8,-16,-16,6.7,0
Cc1cc2[nH]c(=O)c(=O)[nH]c2cc1S(=O)(=O)NC1CCCCC1C (stereo not drawn),1.2,4,-0.4,6,0,6,4,6,.,10
CC(=O)Nc1nc(C)c(-c2csc(Nc3ccc(O)cc3)n2)s1,1.9,2,i,16,-4,34,14,-1,.,2
C=CCn1c(Cc2nc3ccc(Cl)cc3[nH]2)n[nH]c1=S,0.8,0,-2.2,7,3,-3,8,16,.,10
O=S(=O)(NCC1NCCc2ccccc21)c1ccccc1 (stereo not drawn),0.5,0,0.5,16,6,7,8,-5,0.4,-10
COC(=O)c1ccc(S(=O)(=O)N2CCCN(Cc3cccc(Br)c3F)CC2)n1C,2.6,-1,-0.7,0,6,5,5,0,1.4,-1
Cc1ccc(C(=O)C2=C(O)C(=O)N(Cc3cccnc3)C2c2ccc(OC(C)C)cc2)o1 (stereo not drawn),1.5,13*,i,-20,3,4,-2,-10,-1.1,6
COCCCN(C(=O)CCSc1ccc(F)cc1)c1c(N)n(Cc2ccccc2)c(=O)[nH]c1=O,0.1,.,-0.7,.,-6,1,-2,-8,1.0,-2
Cc1nnc(SCC(=O)Nc2cc(S(=O)(=O)N3CCOCC3)ccc2N2CCCC2)s1,-1.1,.,i,.,1,-8,4,.,1.5,-10
CCOc1ccc(S(=O)(=O)Nc2cc(Cl)ccc2O)cc1,0.0,1,1.6,12,-1,3,9,1,.,1
CN1CC(=O)N/C1=N\C(=O)Nc1ccc(O)cc1,-1.0,-3,i,.,-14,.,11,-2,13*,6
N#CCC(=O)Nc1ccc(C(=O)NCC(c2ccco2)N2CCCCC2)cc1 (stereo not drawn),7.6,-2,-0.5,12,-4,-5,2,-39,1.2,-1
CSc1nc(-c2ccco2)nn1C(=O)Cc1ccccc1,-0.4,0,i,0,2,-8,2,1,.,7
CC(C)(C)C(=O)N1CCN(c2ccc([N+](=O)[O-])cc2-n2cccc2)CC1,-0.9,4,5.3,0,-7,4,5,4,-0.7,9
CCOC(=O)c1c(NC(=O)COC(=O)c2cc(OC)c(OC)cc2[N+](=O)[O-])sc(C)c1C,-1.0,3,i,1,1,-8,0,-11,0.6,9
Cc1ccc(C)c(NC(=O)CCN2C(=O)c3ccccc3C2=O)c1,-0.6,-5,-1.9,23,9,-19,3,.,2.2,3
S=c1[nH]nc(/C=C/c2ccccc2)o1,-1.5,-4,-0.3,2,-11,-6,6,-12,1.1,-2
COc1ccc(N2CCN(C(=O)CC(NC(N)=O)c3cccc(Oc4ccccc4)c3)CC2)cc1 (stereo not drawn),0.5,1,-9.1,40,-6,0,3,10,.,33
COc1cc(C2C(C#N)=C(N)N(N(C)C)C3=C2C(=O)CCC3)ccc1O (stereo not drawn),-1.8,8,i,14,1,8,-1,.,-0.8,-1

# Assay outcomes as filed in PubChem BioAssay.
